Compound activity: PubChem, several laboratories
GRK2 aptamer HTS = compounds blocking aptamer binding on GRK2 – biochemical, human GRK2, bead flow cytometry, HTS, primary screen; AID 488847, 2010; 0.59% of 330,000 active; Beta-adrenergic receptor kinase 1 (Homo sapiens), P25098; inhibition of aptamer binding, % at 10 µM; FAM-aptamer displacement from GRK2;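 active means inhibition of aptamer binding above 40%, roughly 3 SD of noise, on plates passing a quality check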;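 further: median bead fluorescence of bound FAM aptamer so fluorescent compounds give negative values; no value below 0 was filed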
VLA-4 inh = inhibition in human VLA-4 binding assay, primary screen, VLA-4 allosteric modulator project, MLPCN library, flow cytometry, VLA-4 expressing cells; Integrin alpha-4 (Homo sapiens), P13612; ligand binding flow cytometry; 0.2% of 330,000 active; inhibition, % (about 7 µM as worked out from the volumes in the protocol); in the data active means inhibition above about 50%
MCL1-BIM inh = inhibitors of MCL1 binding to BIM-BH3, primary screen, biochemical, fluorescence polarization; GST-MCL1 / FITC-Bim-BH3 fluorescence polarization; Induced myeloid leukemia cell differentiation protein Mcl-1 (Homo sapiens), Q07820; inhibition, % at 10.9 µM; AID 2057, 2009; 0.68% of 320,000 active;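 active means inhibition above the mean inhibition of all tested compounds plus 3 SD, set per campaign, cut at about 40% in these data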;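 further: 0% = DMSO wells and 100% = unlabeled Bim-BH3 peptide control; higher means more loss of mP so more displacement of Bim peptide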
Target sequence (Q07820 whole entry, looked up): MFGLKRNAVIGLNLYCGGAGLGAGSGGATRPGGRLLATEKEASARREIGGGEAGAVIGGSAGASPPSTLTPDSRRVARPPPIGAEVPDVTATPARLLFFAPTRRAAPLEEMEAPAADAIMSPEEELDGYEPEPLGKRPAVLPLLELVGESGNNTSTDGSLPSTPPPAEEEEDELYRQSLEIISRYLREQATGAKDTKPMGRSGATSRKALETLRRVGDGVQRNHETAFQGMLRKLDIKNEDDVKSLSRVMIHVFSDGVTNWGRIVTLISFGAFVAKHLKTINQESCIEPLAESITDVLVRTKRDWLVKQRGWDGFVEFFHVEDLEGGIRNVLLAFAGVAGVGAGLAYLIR
Fam108B counter = mouse Fam108B serine hydrolase inhibitors, primary screen, counter-screen for RBBP9 inhibitor project, biochemical, fluorescence polarization. recombinant Fam108B, FP-Rh probe fluorescence polarization. inhibition, % at 9.51 µM. AID 1947, 2009. 0.33% of 300,000 active;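 active means inhibition above the screen mean inhibition plus 3 SD, computed separately per campaign, cut at about 18% in these data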;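 further: inhibitors lower polarization as less probe binds the enzyme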
Efflux pump inh = inhibitors of Candida efflux pumps in yeast, primary screen, S. cerevisiae, Nile Red, multiplex; AID 485275, 2010; S. cerevisiae Candida pump triplex; inhibition, % at 10 µM; 0.44% of 330,000 active;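 active means plate passing quality check with inhibition over a set limit, or well fluorescence over plate mean plus 4 SD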;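 further: Nile Red retained in pooled yeast measured as flow cytometry median fluorescence; 0% = buffer negative control and 100% = Enniatin B positive control; higher means more Nile Red kept so more efflux inhibition; some compounds called inactive have numbers as strong as hits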
MEX-5 binding = MEX-5 zinc finger RNA-binding disruptors – biochemical, C. elegans, fluorescence polarization, MLPCN library, primary screen; Zinc finger protein mex-5 (Caenorhabditis elegans), Q9XUB2; MEX-5/FITC-TCR2 RNA binding; hits give low values; activity score (negative = inhibition of binding), % at 10 µM; 0.38% of 300,000 active;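 active means inhibition past about -25% in most replicates, and total fluorescence under double the plate's negative control median, limit read from the data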;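 further: 0% = DMSO and -100% = 5 µM competing unlabeled TCR2 RNA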
PME-1 inh = PME-1 inhibitors via competitive probe labeling, primary screen, biochemical, fluorescence polarization, FP-Rh probe, HTS; 0.53% of 320,000 active; Protein phosphatase methylesterase 1 (Homo sapiens), Q9Y570; recombinant PME-1; inhibition, % at 5.9 µM;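 active means inhibition above the campaign mean of all compounds plus 3 SD, cut at about 26% in these data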;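 further: competitive labeling of PME-1 active site by serine hydrolase directed probe; 0% = PME-1 with DMSO and 100% = wells lacking PME-1 enzyme; inhibitors block probe labeling so polarization falls and inhibition rises; many of its hits are not listed in these tables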
BCLXL inh = inhibitors of human Bcl-xL, primary screen, biochemical, fluorescence polarization, HTS | GST-Bcl-xL / FITC-Bim BH3 peptide fluorescence polarization | Bcl-2-like protein 1 (Homo sapiens), Q07817 | AID 2129, 2009 | inhibition, % at 10.9 µM | 0.7% of 320,000 active;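 active means inhibition above the mean of all tested compounds plus 3 SD, cutoff set per campaign, cut at about 30% in these data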;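 further: 0% = DMSO wells and 100% = unlabeled Bim-BH3 peptide competitor; inhibitors lower millipolarization by displacing the labeled peptide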
Target sequence (Q07817 whole entry, looked up): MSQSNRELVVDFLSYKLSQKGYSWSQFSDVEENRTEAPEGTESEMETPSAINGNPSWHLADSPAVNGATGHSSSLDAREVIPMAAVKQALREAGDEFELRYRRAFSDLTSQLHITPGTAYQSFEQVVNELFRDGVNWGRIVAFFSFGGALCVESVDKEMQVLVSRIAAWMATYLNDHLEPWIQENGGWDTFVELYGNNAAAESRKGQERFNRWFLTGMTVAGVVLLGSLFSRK
GLD-1 TGE inh = GLD-1/TGE RNA complex disruptors, primary screen, biochemical, fluorescence polarization; Female germline-specific tumor suppressor gld-1 (Caenorhabditis elegans), Q17339; purified GLD-1 + fluorescein TGE RNA; inhibition, % at 5.96 µM; 0.44% of 320,000 active; AID 2280, 2010;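 active means percent inhibition above a per-plate cutoff, the plate mean of test compounds plus 3 SD, cut at about 30% in these data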;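 further: 0% = DMSO wells with GLD-1 and probe and 100% = wells lacking GLD-1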
Target sequence (Q17339 whole entry, looked up): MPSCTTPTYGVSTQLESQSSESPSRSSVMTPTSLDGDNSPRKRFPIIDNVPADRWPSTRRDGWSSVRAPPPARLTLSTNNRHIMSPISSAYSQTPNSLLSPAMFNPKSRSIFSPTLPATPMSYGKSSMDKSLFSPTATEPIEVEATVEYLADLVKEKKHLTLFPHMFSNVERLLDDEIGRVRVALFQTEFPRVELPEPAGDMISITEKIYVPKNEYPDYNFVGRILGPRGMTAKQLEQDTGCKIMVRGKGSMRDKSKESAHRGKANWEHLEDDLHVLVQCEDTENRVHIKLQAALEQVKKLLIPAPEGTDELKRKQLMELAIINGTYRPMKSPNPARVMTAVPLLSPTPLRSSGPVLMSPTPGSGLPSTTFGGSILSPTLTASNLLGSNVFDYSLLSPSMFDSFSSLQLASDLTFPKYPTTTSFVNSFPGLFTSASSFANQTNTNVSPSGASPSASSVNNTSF
Starred values were filed as active, the others as inactive; / = not tested or not shown. An excerpt; the hit share may differ from the screen's.

SMILES	GRK2 aptamer HTS	VLA-4 inh	MCL1-BIM inh	Fam108B counter	Efflux pump inh	MEX-5 binding	PME-1 inh	BCLXL inh	GLD-1 TGE inh
O=C(COC(=O)c1cccs1)Nc1cccc(Cl)c1	0	1	-2	/	0.2	/	0	-3	8
Cc1cc(/C=N\NC(=O)CC(=O)NC2CCCCC2)c(C)n1-c1cccc(Cl)c1Cl	1	7	3	7	-0.1	-0.6	1	5	7
NC(=O)C1CC(=O)N(c2ccc(OCc3ccccc3Cl)cc2)C1 (stereo not given)	0	3	8	5	-0.1	-0.2	1	6	-2
CC1=CCC2C(=O)N(c3ccccc3OC(=O)c3ccccc3F)C(=O)C2C1 (stereo not given)	2	19	-2	7	-0.2	-1.6	-4	3	2
CCOc1ccc(N(C)S(=O)(=O)c2ccc(-c3cc(C)no3)s2)cc1	3	10	-5	-6	-0.5	-3.7	-9	7	-2
CCCCCC(=O)OC(CN1CCCCC1)CN1CCCC1=O (stereo not given)	2	5	-2	3	-0.3	-1.1	0	7	2
Cc1ccc(S(=O)(=O)NCC(=O)NCC(=O)OC(C(=O)NC(N)=O)C(C)C)cc1C (stereo not given)	6	4	-6	2	-0.1	-2.1	0	-13	0
CN(C)Cc1c(O)ccc2oc(Cc3ccccc3)cc12	0	-8	3	3	-0.1	-1.5	-1	4	0
COc1cc(/C=N/N=C(\N)c2nonc2N)ccc1O	0	7	0	1	-0.1	2.1	6	2	0
CCOc1ccc(-n2c(SCC(=O)Nc3ccc(OC)cc3OC)nc3c(c2=O)SCC3)cc1	0	-8	-6	2	-0.1	/	1	-1	3
COc1ccc(S(=O)(=O)N2N=C(C)Oc3ccccc3C2=O)cc1	4	-21	2	5	0.1	-0.4	0	3	0
O=C(NCC1COc2ccccc2O1)c1ccc(Br)s1 (stereo not given)	0	7	-2	-1	0.0	1.2	1	1	-5
CCCSc1nc(C)cc(C)c1S(C)(=O)=O	0	20	-6	-1	0.2	0.6	-1	4	-3
Cn1c(CNc2nc(-c3ccccc3)cs2)nnc1SCC(=O)N1CCc2ccccc21	1	23	3	3	0.0	3.3	4	-2	6
CCCn1c(SCC(=O)Nc2ccccc2C(=O)OC)nc2c1c(=O)n(C)c(=O)n2C	0	10	1	-4	0.2	-2.5	-12	3	5
Cc1ccc(-c2nnn(CC(=O)N(Cc3ccco3)C(C(=O)NC(C)(C)C)c3cccs3)n2)o1 (stereo not given)	0	-12	-6	13	-0.1	-0.1	1	6	-4
Cc1ccc(CNC(=O)CCc2cn(C)c3ccccc23)cc1	1	3	-5	1	0.0	-1.6	-6	0	-1
Cc1ccc2nc(SCC(=O)Nc3cccc(S(=O)(=O)NC4=NCCCCC4)c3)[nH]c2c1	0	23	-7	3	0.0	-3.8	-4	-2	0
COc1cccc(N2CC(C(=O)Nc3ccc(F)cc3)CC2=O)c1 (stereo not given)	2	9	3	0	-0.5	-0.2	-2	8	0
COc1ccc(-c2cc(C(=O)O)[nH]n2)cc1OC	0	2	-4	-1	-0.1	2.2	-6	7	-1
O=C(CC1C[C@H](C(=O)N2CCCCC2)[C@@]2(CCc3ccccc3)c3[nH]c4ccccc4c3CCN2C1=O)NCCC1=CCCCC1 (stereo not given in full)	0	44	/	/	0.5	/	/	/	5
Cn1nc(-c2ccccc2F)c2cc(C(=O)Nc3ccc4c(c3)OCCO4)sc21	4	1	12	-3	0.2	-2.8	-20	5	5
CCN1CCN(c2cc(C)c3cc(NC(=O)c4cccc(OC)c4)ccc3n2)CC1	0	2	5	0	0.2	1.9	4	7	-2
CC1=C(C(=O)Nc2ccccc2C(=O)NC2CCC(C)CC2)SCCO1 (stereo not given)	0	11	-1	-3	0.1	-1.8	-4	0	1
O=[N+]([O-])c1ccc(OCCCCN2CCCCC2)cc1	0	-13	5	-3	0.0	/	0	3	0
New compounds follow:
SMILES	GRK2 aptamer HTS	VLA-4 inh	MCL1-BIM inh	Fam108B counter	Efflux pump inh	MEX-5 binding	PME-1 inh	BCLXL inh	GLD-1 TGE inh
COc1ccc(S(=O)(=O)N2CCN(CC(=O)Nc3cc(OC)cc(OC)c3)CC2)cc1	0	2	-2	0	-0.2	1.0	4	2	8
COc1ccc(C(=O)C2CCCN(C(=O)C3=CCCC3)C2)cc1OC (stereo not given)	2	-25	4	-2	0.0	0.8	2	6	3
CCc1oc2ccccc2c1C(=O)c1cc(Br)c(O)c(Br)c1	1	2	62*	11	0.0	-5.5	6	1	3
CCCCCCSc1cc(-c2nc3cc(C)ccn3c2NC2CCCCC2)ccc1OC	4	-22	-2	4	0.2	0.0	-2	0	-2
CCN(CC)C(=O)CSc1nc(N)c(-c2ccccc2)c(=O)[nH]1	0	3	9	-4	0.0	1.8	-4	6	-1
COc1cccc(OCC(O)CN2CCC(C)CC2)c1 (stereo not given)	0	4	-1	1	0.2	2.8	1	-2	10
O=[N+]([O-])c1ccccc1Oc1ccc(Cl)c2cccnc12	2	24	6	1	0.1	-3.8	2	6	-1
COc1ccc(N2CCN(C(CNC(=O)C(=O)NCCC3=CCCCC3)c3ccco3)CC2)cc1 (stereo not given)	0	11	-5	6	0.9	2.2	0	0	-2
Cn1c(SCC(=O)NC2CCCC2)nnc1-c1ccco1	0	11	-4	0	0.0	2.2	-5	-1	3
C=CCn1c(SCC(=O)N(CCC)C2CCS(=O)(=O)C2)nnc1-c1ccccc1OC (stereo not given)	0	1	2	0	0.0	0.6	0	-2	3
COc1ccc(CC(=O)NC(C)C2COc3ccccc3O2)cc1OC (stereo not given)	0	5	-6	2	0.0	-0.9	-7	-1	0
Cc1cc(OCc2nc3ccccc3s2)ccc1N	2	8	2	2	0.1	-2.0	4	6	2
CN(C)C(=O)c1cn(CCC#N)nc1-c1ccc2ccccc2c1	0	-5	2	2	0.1	-1.1	1	-1	10
CN(C)c1cccc(Oc2nc3c(c(=O)n(C)c(=O)n3C)n2C)c1	0	-9	11	-1	-0.2	-4.6	-1	12	-8
O=S(=O)(Nc1ncccn1)c1ccc(NC(=S)NCc2ccco2)cc1	0	5	9	2	-0.4	0.7	-1	6	-5
COC(=O)c1[nH]c2ccc(C)cc2c1NC(=O)CCN1CCN(Cc2ccc3c(c2)OCO3)CC1	3	1	9	-2	0.1	1.2	-8	5	1
CN1C(=S)SC(C)(C)C1N(O)C(=O)Nc1ccc(Cl)cc1 (stereo not given)	0	9	-3	0	0.3	1.1	-4	9	-4
CCCn1c(CCC(=O)O)ccc1-c1ccccc1	0	-3	8	-2	-0.3	-1.8	2	5	0
CCCCNS(=O)(=O)c1ccc(OC)c(C)c1	0	28	16	1	0.1	0.8	-4	6	9
Cn1c(CN2CCCC2)nc2cc(NC(=O)c3ccc(Cl)cc3)ccc21	0	-1	-3	0	0.2	2.6	-3	-3	2
COc1cccc(/C=N/Nc2ncc(C)c(=O)[nH]2)c1OC	2	-5	14	10	-0.1	-2.4	3	5	-1
O=C(Nc1ccc(F)cc1F)c1c(C(F)(F)F)ccnc1Oc1ccccc1	0	16	-2	1	0.0	1.1	6	7	2
Cc1cc(C)cc(N(CCC#N)C(=O)COC(=O)C2CCN(c3ccc(C(F)(F)F)cn3)CC2)c1	0	12	-10	-2	0.0	1.1	2	0	2
O=C(c1cccn(Cc2cccc(Cl)c2)c1=O)N1CCOCC1	0	-8	0	4	-0.1	-1.5	-6	6	3
CN(C)C(=S)NC1CCS(=O)(=O)C1 (stereo not given)	8	-9	1	-1	-0.1	-1.5	-7	4	-3

Structures above printed as active in MCL1-BIM inh:
Molecule | GRK2 aptamer HTS | VLA-4 inh | MCL1-BIM inh | Efflux pump inh | MEX-5 binding | PME-1 inh | BCLXL inh | GLD-1 TGE inh
CCc1oc2ccccc2c1C(=O)c1cc(Br)c(O)c(Br)c1 | 1 | 2 | 62* | 0.0 | -5.5 | 6 | 1 | 3

Additional structures.
SMILES	GRK2 aptamer HTS	VLA-4 inh	MCL1-BIM inh	Fam108B counter	Efflux pump inh	MEX-5 binding	PME-1 inh	BCLXL inh	GLD-1 TGE inh
COc1ccc(Nc2nc(C)c(-c3ccccc3)s2)cc1	2	-70	7	-1	-0.1	/	14	6	2
COc1ccc(-n2nnnc2SCC(=O)Nc2c(C)n[nH]c2C)cc1	4	-8	/	/	-0.1	/	/	/	6
O=C(NCc1cccs1)NC1CCCCC1	2	20	3	6	0.1	-2.9	-2	5	5
O=C(NCCCc1ccccc1)c1cccs1	1	8	12	1	0.1	-0.5	-8	5	4
CCOCCCNC(=O)Cn1ncc2c(=O)oc3ccccc3c21	0	-5	4	-2	-0.1	2.4	0	6	4
N#Cc1ncc(Cc2ccccc2)nc1C#N	2	-16	12	3	-0.2	-0.4	0	10	0
CC(C)CCNC(=O)COC(=O)c1cc(Br)c(Br)s1	0	11	0	-4	-0.4	-0.2	-2	2	-5
Cc1cccc(C)c1NC(=O)C1C2C=CC(C2)C1C(=O)NCc1ccccn1 (stereo not given)	0	8	0	-2	0.1	-3.7	2	1	5
O=C(NCc1cccs1)c1ccc(CS(=O)Cc2ccccc2Cl)o1 (stereo not given)	0	19	4	0	-0.1	-0.1	2	0	-5
COc1ccc(OC)c(NC(=O)CSc2nnc(Cc3cccn3C)n2-c2ccc(F)cc2)c1	2	11	-9	0	0.1	0.4	4	-5	0

Sorted by length of the SMILES (ascending): some entries from above.
SMILES	GRK2 aptamer HTS	VLA-4 inh	MCL1-BIM inh	Fam108B counter	Efflux pump inh	MEX-5 binding	PME-1 inh	BCLXL inh	GLD-1 TGE inh
CCCSc1nc(C)cc(C)c1S(C)(=O)=O	0	20	-6	-1	0.2	0.6	-1	4	-3
O=C(NCC1COc2ccccc2O1)c1ccc(Br)s1 (stereo not given)	0	7	-2	-1	0.0	1.2	1	1	-5
O=C(NCc1cccs1)c1ccc(CS(=O)Cc2ccccc2Cl)o1 (stereo not given)	0	19	4	0	-0.1	-0.1	2	0	-5
COc1ccc(-n2nnnc2SCC(=O)Nc2c(C)n[nH]c2C)cc1	4	-8	/	/	-0.1	/	/	/	6
C=CCn1c(SCC(=O)N(CCC)C2CCS(=O)(=O)C2)nnc1-c1ccccc1OC (stereo not given)	0	1	2	0	0.0	0.6	0	-2	3
Cc1ccc2nc(SCC(=O)Nc3cccc(S(=O)(=O)NC4=NCCCCC4)c3)[nH]c2c1	0	23	-7	3	0.0	-3.8	-4	-2	0
